Screens: PubChem BioAssay, several laboratories
S1P4 ag – activates the human S1P4 receptor; O95977; S1P4-expressing cell line, agonist reporter assay; activation, % at 4.98 µM; 220,000 compounds, 0.35% hits; in the data active means activation above about 11%;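 further: 0% = DMSO vehicle and 100% = reference agonist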
PERK inhibitor – blocks human PERK kinase; inhibition, % at 5.6 µM; Q9NZJ5; 220,000 compounds, 0.17% hits; CHO PERK-DD fusion, SEAP luminescence translation reporter; AID 1416;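 active means inhibition above the mean inhibition of all tested compounds plus 3 SD, set separately per screening campaign, cut at about 2.9% in these data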;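 further: PERK kinase domain activated by AP20187 dimerizer at 100 nM; 0% = DMSO with dimerizer and 100% = rapamycin at 8.4 µM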
m-calpain inh – calpain II (pig) inhibition. purified calpain II, fluorogenic peptide substrate, 30 min. inhibition, % at 16 µM. 220,000 compounds, 0.37% hits;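 active means inhibition above about 50%, limit read from the data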
BaF3 tox – counter-screen for JAK2V617F inhibitors: parental Ba/F3 viability inhibitors; CellTiter-Glo ATP luminescence; inhibition, % at 5.6 µM; 220,000 compounds, 1.1% hits; AID 1486;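 active means inhibition above a per-campaign cutoff, the mean inhibition of all tested compounds plus 3 SD, cut at about 27% in these data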;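 further: 0% = DMSO wells and 100% = JAK Inhibitor I control wells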
TRPML3 ag – activates the human TRPML3 channel; Q8TDD5; HEK293 TRPML3-YFP, Fluo-8 calcium fluorescence; 100% = the carbachol control signal; activation, % at 3 µM; 220,000 compounds, 0.29% hits;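 active means activation above its plate's cutoff, the mean activation of the plate's test wells plus 3 SD, cut at about 12% in these data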;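 further: 0% = DMSO only wells and 100% = carbachol wells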
Target sequence (Q8TDD5 whole entry, looked up): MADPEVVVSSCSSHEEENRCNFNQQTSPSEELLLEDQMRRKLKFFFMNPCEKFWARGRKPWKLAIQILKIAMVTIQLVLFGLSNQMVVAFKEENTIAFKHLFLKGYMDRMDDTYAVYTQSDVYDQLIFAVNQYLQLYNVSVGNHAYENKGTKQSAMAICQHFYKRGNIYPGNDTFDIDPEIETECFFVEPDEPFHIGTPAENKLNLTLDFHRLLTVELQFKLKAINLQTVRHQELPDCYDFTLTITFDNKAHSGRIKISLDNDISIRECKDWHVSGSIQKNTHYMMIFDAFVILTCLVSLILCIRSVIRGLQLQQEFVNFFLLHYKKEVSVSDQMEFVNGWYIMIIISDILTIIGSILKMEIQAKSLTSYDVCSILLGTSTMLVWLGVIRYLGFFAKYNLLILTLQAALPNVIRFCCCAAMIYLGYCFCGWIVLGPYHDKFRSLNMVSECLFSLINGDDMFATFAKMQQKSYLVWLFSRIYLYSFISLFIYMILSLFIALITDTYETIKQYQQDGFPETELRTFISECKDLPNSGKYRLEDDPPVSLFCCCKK
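Material: HEK293 cells stably carrying human TRPML3-YFP; compound dosing: single dose, 3 µM final nominal compound, 0.3% DMSO final; incubation: 1-h 37 °C dye load, 5-s basal, 120-s post-compound reads; technique: Fluo-8 intracellular calcium fluorescence, excitation 470-495 nm, emission 515-575 nm; read-out basis: percent activation from peak-to-basal fluorescence ratio, scaled between DMSO and carbachol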
Ba/F3 V617F tox – loss of viability in JAK2V617F-driven Ba/F3 cells; 220,000 compounds, 1.1% hits; Ba/F3 EpoR-JAK2V617F viability, ATP luminescence; inhibition, % at 5.6 µM;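 active means inhibition above the campaign mean plus 3 SD over all tested compounds, cut at about 24% in these data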;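 further: cytokine-independent growth of Ba/F3 cells driven by EpoR plus mutant JAK2; 0% = DMSO-treated cells and 100% = JAK inhibitor I control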
S1P4 antag – human S1P4 receptor antagonism; 220,000 compounds, 0.26% hits; S1P4-expressing cells, antagonist mode, reporter read-out; inhibition, % at 4.98 µM; AID 1510; in the data active means inhibition above about 29%;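 further: 0% = wells stimulated with agonist and 100% = vehicle wells without agonist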
EP2 mod – modulators of human EP2 prostaglandin E2 receptor. P43116. EP2-expressing cells, cAMP HTRF FRET, PGE2 co-stimulation. induction, % at 25 µM. 260,000 compounds, 0.83% hits. AID 940;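 active means compounds whose cAMP rise, as percent of the full-agonist control response, exceeds 60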;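 further: rat C6 glioma line stably carrying human EP2 under a CMV promoter; the protocol text gives 20 µM as final concentration; 100% = response of wells given 1 µM PGE2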
Target sequence (P43116 whole entry, looked up): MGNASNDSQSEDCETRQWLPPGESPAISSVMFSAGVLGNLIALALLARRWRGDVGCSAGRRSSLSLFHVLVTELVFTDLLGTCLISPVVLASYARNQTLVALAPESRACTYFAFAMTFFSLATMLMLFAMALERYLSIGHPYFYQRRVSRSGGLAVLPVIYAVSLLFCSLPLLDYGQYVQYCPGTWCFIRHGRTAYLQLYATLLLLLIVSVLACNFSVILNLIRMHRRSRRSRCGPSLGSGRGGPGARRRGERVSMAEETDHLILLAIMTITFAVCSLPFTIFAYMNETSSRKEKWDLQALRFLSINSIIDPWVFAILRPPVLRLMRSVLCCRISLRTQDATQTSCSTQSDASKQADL
TRPN1 ag – agonists of zebrafish TRPN1 channel | 220,000 compounds, 0.18% hits | activation, % at 3 µM | AID 1424 | HEK293 zebrafish TRPN1-YFP, Fluo-8 calcium fluorescence; 100% = response to 87 µM carbachol;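 active means activation above its plate's cutoff, the mean activation of test wells on that plate plus 3 SD, cut at about 19% in these data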;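 further: 0% = DMSO alone and 100% = 87 µM carbachol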
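Material – zebrafish TRPN1-YFP in HEK293 cells · Doses – 3 µM single point · Schedule – dye 1 h 37 °C plus 30 min RT · Signal – Fluo-8 calcium fluorescence, excitation 470-495 nm, emission 515-575 nm · Read-out – % activation versus carbachol response · Control set – carbachol high, DMSO low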
An asterisk follows results filed as active; i = inactive; & = joins results of further samples. Rows are unselected (roughly 3.6% active in at least one column).

SMILES	S1P4 ag	PERK inhibitor	m-calpain inh	BaF3 tox	TRPML3 ag	Ba/F3 V617F tox	S1P4 antag	EP2 mod	TRPN1 ag
CN(C)c1ccc2nsnc2c1[N+](=O)[O-]	2.6	0.2	-8	0	0.2	-2	1	25	0.2
O=C(c1cccc(Br)c1)c1cn(-c2ccccc2)nc1C(=O)c1ccccc1	-2.3	1.6	22	2	0.8	-3	-15	16	0.8
Cc1ncc(CO)c(/C=N/NC(=S)Nc2ccc(F)cc2)c1O	-1.3	0.9	-298	4	0.8	2	-3	5	1.2
Cc1ccc(NC(=O)c2cc(S(=O)(=O)NCCC3=CCCCC3)ccc2F)cc1	1.5	-0.7	35	6	-0.3	0	1	-8	-1.1
N#C/C(=C(/O)COc1ccccc1)c1nnc2n1CCCCC2	-0.4	-0.5	18	9	0.2	6	-2	6	1.6
CCCCn1c(SCC(=O)c2cc(OC)ccc2OC)nc2cc(S(N)(=O)=O)ccc21	-0.7	-0.8	-37	13	-0.5	6	-5	55	0.9
CC(C)(C)c1ccccc1OCCOCCNCc1ccccc1	-0.5	-0.5	-20	8	0.3	2	-3	-4	-0.9
Cn1cnnc1SCC(=O)Nc1c(F)cc(F)cc1Br	0.7	0.2	-35	-2	1.6	-2	-15	17	2.4
COc1ccc(C2C3=C(CCCC3=O)Nc3nc(SCc4ccc(C(=O)O)cc4)nn32)cc1OC (configuration not stated)	1.5	1.5	-12	1	1.1	-1	-8	17	2.0
O=C(NNC(=S)NC(=O)c1ccccc1[N+](=O)[O-])c1ccccc1	1.5	0.1	19	2	-0.7	-4	-8	17	-0.8
O=C(C[N+]1(CC#Cc2ccccc2)CCOCC1)c1ccccc1	1.4	0.3	-19	0	0.5	3	-6	4	0.9
CCOC(=O)c1c(/N=C/C2C(=O)CC(C)(C)CC2=O)sc2c1CCCC2	1.2	1.4	-16	6	0.3	-2	-14	34	-0.4
Cc1ccc(S(=O)(=O)c2ccc(Cl)cc2)cc1S(=O)(=O)N1CCOCC1	1.0	-1.5	24	0	1.1	9	-12	9	12
c1ccc(CNc2ncnc3c2cnn3-c2ccccc2)cc1	-0.5	-0.6	-18	5	0.1	3	-17	-14	-0.1
Cc1ccc(NNC(=O)c2cc(C(C)(C)C)nn2Cc2ccccc2)cc1	1.6	-0.5	37	1	-0.2	1	18	-6	-0.7
O=C(Cn1cnc2c(cnn2-c2ccc(F)cc2)c1=O)NCC1CCCO1 (configuration not stated)	0.2	-0.6	-37	1	0.4	-2	-8	6	-0.4
Cc1cc(C)c(C#N)c(SC(F)F)n1	-1.6	1.4	-5	1	0.7	-6	0	-2	-0.6
CCOc1ccc(CN(C)C(=O)c2cccnc2SC)cc1OC	0.4	0.5	7	7	0.4	-2	-15	11	-0.2
COc1ccc(C(=O)Nc2nncs2)cc1S(=O)(=O)N1CC(c2ccccc2)CC1=O (configuration not stated)	2.6	0.2	-20	2	0.2	-1	-8	20	1.1
COC(=O)c1sc2ccccc2c1NC(=O)c1ccc(S(=O)(=O)N2CCCCC2)cc1	1.5	1.0	-36	3	0.6	-5	-8	47	0.6
Cc1cc(C)n(C(=O)C(C)N2C(=O)c3ccccc3C2=O)n1 (configuration not stated)	0.3	-0.1	19	1	0.4	1	-8	21	-0.5
CC(C)CNC(=O)c1c(F)c(F)c(F)c(F)c1F	-0.6	0.4	-24	74*	0.4	11	-6	-3	0.9
COc1ccc(Nc2ncccc2C(=O)NCc2ccccc2)cc1	-2.9	-0.6	19	6	0.1	0	6	-32	0.2
O=C(CCN1CCN(C/C=C/c2ccccc2)CC1)Nc1ccccc1F	0.8	-0.3	9	4	0.7	1	-7	3	0.1
CCC(=O)c1ccccc1OCCN1CCN(CC)CC1	2.1	2.1	5	2	0.4	3	-16	20	-0.6
Cc1c(C(=O)N/N=C/C(C)C)[nH]c2c([N+](=O)[O-])cccc12	2.0	0.7	-9	3	1.0	-2	-3	9	-0.2
CC(C)OCCCn1c(SCC(=O)N2CCc3ccccc32)nc2ccccc2c1=O	0.8	-0.6	3	1	0.2	-5	-18	-7	0.8
CC1Cc2ccccc2N1C(=O)CSc1nn2c(=O)c(C(C)(C)C)nnc2s1 (configuration not stated)	0.4	-0.8	4	5	-0.7	3	3	38	-0.6
CCOc1ccc(/C(O)=C2/C(=O)C(=O)N(CC3CCCO3)C2c2cccs2)cc1 (configuration not stated)	0.7	0.8	-3	3	0.7	-5	-17	43	-1.4
CN(C)c1ccc(C=Nc2ccc(N(C)C)cc2)cc1	-0.1	-0.1	-4	6	0.8	3	-7	-11	0.6
COc1cc(Cl)cc(C=O)c1OCC(=O)O	-0.2	1.1	-18	-3	1.0	-1	3	18	0.4
O=C(O)C1CC=CCC1C(=O)Nc1ccccc1Cl (configuration not stated)	1.4	0.3	-19	3	0.5	-3	-25	1	0.8
COC(=O)c1c(NC(=O)C(C)(C)C)sc2c1C(C(=O)OC)CC2 (configuration not stated)	-0.7	-0.8	-2	2	-0.3	-3	-4	2&30	-1.7
CCc1c(C#N)c(SCCC(=O)Nc2ccc(F)cc2)nc2c1C(=O)CC(C)(C)C2	-0.3	-0.8	27	1	0.3	-6	-31	15	-0.3
Cc1ccc2nc(SCC(=O)NC(=O)NCc3ccco3)[nH]c2c1	-0.3	0.3	-187	5	-0.2	0	-11	-9	-1.3
O=C(Nc1cc(Sc2ccccn2)cc([N+](=O)[O-])c1)c1ccc(Cl)cc1	1.6	0.0	39	5	-0.2	3	4	-7	0.4
Fc1ccc(C(c2nnnn2Cc2cccs2)N2CCN(C3CCCCC3)CC2)cc1 (configuration not stated)	-0.6	-1.3	20	0	0.2	-2	2	-8	-0.3
Cc1c(C(N)=O)sc2nc(-c3ccccc3)cn12	-0.9	-0.4	-7	0	0.5	-3	-4	-12	-0.6
COc1cc(C(=S)N2CCOCC2)ccc1O	0.6	0.7	-4	2	1.1	0	-10	28	-0.1
CCOC(=O)c1nnc(-c2cccs2)nc1NC(C)C	1.6	0.1	11	6	-0.8	1	-1	55	-2.5
OCC1CCCN(C(=S)Nc2ccc(OC(F)F)cc2)C1 (configuration not stated)	0.7	0.9	-9	4	1.5	0	-16	18	0.9
O=C(O)c1cccc(S(=O)(=O)Nc2cc(Cl)ccc2Cl)c1	-1.2	1.4	-59	-1	0.8	-4	-5	4	-0.2
Cc1occc1C(=O)N/N=C/c1ccccc1[N+](=O)[O-]	0.4	-0.1	10	-4	-0.3	6	15	-28	-0.9
CCN(CC)CCOC(=O)c1ccc(N/C=C(/C#N)c2nc(-c3ccc(OC)c(OC)c3)cs2)cc1	2.1	-1.4	-70	2	1.0	-3	-3	1	0.6
O=C(Nc1ccccn1)C(NS(=O)(=O)c1cccc2nsnc12)c1ccccc1 (configuration not stated)	0.9	-1.1	14	0	-0.5	-2	-17	15	-0.6

Laid out differently: entries from further up
| Molecule | S1P4 ag | PERK inhibitor | m-calpain inh | BaF3 tox | TRPML3 ag | Ba/F3 V617F tox | S1P4 antag | EP2 mod | TRPN1 ag |
| --- | --- | --- | --- | --- | --- | --- | --- | --- | --- |
| OCC1CCCN(C(=S)Nc2ccc(OC(F)F)cc2)C1 (configuration not stated) | 0.7 | 0.9 | -9 | 4 | 1.5 | 0 | -16 | 18 | 0.9 |
| O=C(O)c1cccc(S(=O)(=O)Nc2cc(Cl)ccc2Cl)c1 | -1.2 | 1.4 | -59 | -1 | 0.8 | -4 | -5 | 4 | -0.2 |
| Cc1occc1C(=O)N/N=C/c1ccccc1[N+](=O)[O-] | 0.4 | -0.1 | 10 | -4 | -0.3 | 6 | 15 | -28 | -0.9 |
| CCN(CC)CCOC(=O)c1ccc(N/C=C(/C#N)c2nc(-c3ccc(OC)c(OC)c3)cs2)cc1 | 2.1 | -1.4 | -70 | 2 | 1.0 | -3 | -3 | 1 | 0.6 |
| O=C(Nc1ccccn1)C(NS(=O)(=O)c1cccc2nsnc12)c1ccccc1 (configuration not stated) | 0.9 | -1.1 | 14 | 0 | -0.5 | -2 | -17 | 15 | -0.6 |

(list continues)
SMILES	S1P4 ag	PERK inhibitor	m-calpain inh	BaF3 tox	TRPML3 ag	Ba/F3 V617F tox	S1P4 antag	EP2 mod	TRPN1 ag
O=C(CN1CCOCC1)Nc1nc2ccc(F)cc2s1	0.1	0.5	1	1	1.0	-6	-5	-5	-0.8
Cc1occc1C(=O)OCC(=O)Nc1ccc(F)cc1	-1.8	1.7	-37	9	-0.2	1	17	18	1.1
CCOC(=O)C1C(=O)NC(c2ccccc2)=NC1c1ccc(C(C)C)cc1 (configuration not stated)	-0.7	0.0	5	4	0.1	-1	-12	-6	-0.3
COc1ccc(C(=O)NCC(=O)OCC(=O)N(C)c2ccccc2)cc1	0.6	1.1	-16	-3	0.7	-1	-12	20	2.9
CCOC(=O)COc1ccc2c(c1)C(=O)CC1(CCN(C(C)=O)CC1)O2	1.1	-0.2	i	12	0.2	2	-14	1	1.1
CC(NC(=S)NC1CCCCC1)C(c1cccs1)N1CCOCC1 (configuration not stated)	0.7	0.9	-14	-2	0.1	-4	3	-8	-0.6
CCOC(=O)CNc1ncnc2nc[nH]c12	1.5	0.7	-2	5	0.2	0	3	-14	0.2
COCCCNC(=O)CCC(=O)Nc1ccc2nc(N3CCOCC3)cc(C)c2c1	1.8	-0.6	-318	3	1.2	-2	-17	-14	1.1
CN(C)c1cccc(C(=O)N2CCCC(C(=O)c3cc(F)ccc3F)C2)c1 (configuration not stated)	-0.8	0.3	-20	1	0.7	-1	9	-11	-0.3
CC(=O)Nc1ccc(N=Cc2ccc[nH]2)cc1	0.2	0.6	-38	-1	0.6	0	2	3	-0.1
Cc1cc(NCCCn2ccnc2)n2c(nc3ccccc32)c1C#N	1.2	0.3	i	11	1.5	-2	-8	13	0.6
Cc1ccc(-c2noc(-c3cccs3)n2)cc1	1.4	-0.8	32	0	0.3	2	-27	9	1.6
Cc1ccc(-n2cc(CNCC3CC(=O)N(C4CC4)C3)c(-c3cccc(C)c3)n2)cc1 (configuration not stated)	-0.3	0.1	-19	8	1.2	0	-3	-5	0.1
CCOC(=O)C1=C(C)NC(=O)NC1c1ccc(OCC(=O)Nc2ccccc2)c(OC)c1 (configuration not stated)	-0.7	0.7	-3	2	0.0	-3	-12	-9&-12	1.0
O=C(c1ccc2ccccc2c1)C1CCCN(C(=O)c2noc3c2CCCC3)C1 (configuration not stated)	0.7	0.5	12	-1	0.3	3	-8	-13	-1.5
Cc1cc(C)c[n+](CC(=O)c2cc3ccccc3oc2=O)c1	0.9	0.7	-34	4	0.1	5	14	-27	0.4
Cc1ccc(NC(=O)CSc2nnc(N)s2)c([N+](=O)[O-])c1	1.4	-0.1	22	1	0.4	4	4	-42	-0.4
COc1ccc(CCn2c(=N)c(C(=O)NCc3ccco3)cc3c(=O)n4ccccc4nc32)cc1	-0.8	0.3	-21	7	-0.5	1	-25	-5	-0.3
CC(=O)Oc1cccc(N2C(=O)c3ccc(C(=O)Nc4cccnc4)cc3C2=O)c1	1.6	0.6	-21	6	1.0	-1	-15	-6	0.7
COc1ccc(-c2nnc3ccc(SCC(=O)Nc4nc5ccccc5s4)nn23)cc1OC	-0.1	0.8	-55	2	0.4	2	-12	66*	-0.5
COc1cccc(NC(=O)c2ccccc2C(F)(F)F)c1	-1.2	-0.2	19	-1	0.3	3	6	-14	0.4
Cc1cccc(N2CCN(C(=O)CCN3C(=O)C4C5C=CC(C5)C4C3=O)CC2C)c1 (configuration not stated)	1.3	1.5	-12	7	1.0	0	-10	-9	1.6
